NR3A LBD binder: modulates the human NR3A ligand-binding domain; NR3A LBD differential scanning fluorimetry, Tm shift; 0% = protein alone, 100% = glycine-bound protein; Tm shift relative to glycine control, % at 25 µM; hit rate 2.5% among 340,000; AID 1259313;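 active means melting temperature shift of at least 10% of the positive control shift, at one fixed dose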
ATG4B inhibitor: inhibitors of human ATG4B cysteine protease; ATG4B cleavage of LC3-PLA2, NBD-HPC fluorescence, 1 h; inhibition, % at 8.33 µM; hit rate 0.51% among 340,000; AID 504462; Q9Y4P1; in the data active means inhibition above about 40%
SENP7 inh: blocks the human protease SENP7 | recombinant SENP7, Z-RLRGG-aminoluciferin luminescence, 40 min | AID 434973 | inhibition, % at 5 µM | hit rate 1.5% among 330,000 | Q9BQF6;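 active means inhibition above about 50% at the single test dose, limit read from the data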;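 further: plate controls were DMSO with enzyme for no effect and no enzyme buffer wells for full effect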
PfG6PD inh: PfG6PD (Plasmodium falciparum) enzyme inhibition; hit rate 0.78% among 350,000; inhibition, % at 20 µM; AID 504690; PfGluPho enzyme, NADPH resazurin-diaphorase fluorescence;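 active means inhibition reaching at least a set limit at 20 µM in the primary screen, cut at about 59% in these data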;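 further: 0% = DMSO wells with substrate and 100% = DMSO wells lacking glucose-6-phosphate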
MPTP inh: blocks calcium-induced mitochondrial swelling. isolated mouse mitochondria, Ca2+ swelling absorbance, 30 min. hit rate 1.4% among 360,000. AID 602449. inhibition, % at 10 µM;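 active means inhibition of 50% or more, scaled per plate between neutral and stimulator controls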;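 further: 0% = DMSO wells given calcium and 100% = 1 mM EGTA wells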
SENP6 block: SENP6 protease inhibition; hit rate 1.8% among 330,000; Q9GZR1; AID 2599; inhibition, % at 10 µM; Recombinant SENP6 catalytic domain, aminoluciferin luminescence;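 active means inhibition above about 50% at the single tested dose, limit read from the data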;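 further: plate controls were DMSO wells with enzyme for no effect and DMSO wells lacking enzyme for full effect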
SENP8 block: SENP8 (human) protease inhibition. AID 602440. Q96LD8. inhibition, % at 20 µM. hit rate 0.64% among 360,000. recombinant SENP8, Nedd8 substrate fluorescence; in the data active means inhibition mostly above about 40%, no sharp cut-off; inactive means mostly below about 27%
HKDC1 inh: blocks human hexokinase HKDC1 activity | Q2TB90 | recombinant HKDC1, G6PDH/diaphorase resazurin coupled fluorescence | inhibition, % at 20 µM | hit rate 0.16% among 340,000;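 active means inhibition above about 35% when tested at 20 µM, limit read from the data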;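 further: plate controls were DMSO wells with enzyme for no effect and DMSO wells lacking enzyme for full effect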
Target sequence (Q2TB90 whole entry, looked up): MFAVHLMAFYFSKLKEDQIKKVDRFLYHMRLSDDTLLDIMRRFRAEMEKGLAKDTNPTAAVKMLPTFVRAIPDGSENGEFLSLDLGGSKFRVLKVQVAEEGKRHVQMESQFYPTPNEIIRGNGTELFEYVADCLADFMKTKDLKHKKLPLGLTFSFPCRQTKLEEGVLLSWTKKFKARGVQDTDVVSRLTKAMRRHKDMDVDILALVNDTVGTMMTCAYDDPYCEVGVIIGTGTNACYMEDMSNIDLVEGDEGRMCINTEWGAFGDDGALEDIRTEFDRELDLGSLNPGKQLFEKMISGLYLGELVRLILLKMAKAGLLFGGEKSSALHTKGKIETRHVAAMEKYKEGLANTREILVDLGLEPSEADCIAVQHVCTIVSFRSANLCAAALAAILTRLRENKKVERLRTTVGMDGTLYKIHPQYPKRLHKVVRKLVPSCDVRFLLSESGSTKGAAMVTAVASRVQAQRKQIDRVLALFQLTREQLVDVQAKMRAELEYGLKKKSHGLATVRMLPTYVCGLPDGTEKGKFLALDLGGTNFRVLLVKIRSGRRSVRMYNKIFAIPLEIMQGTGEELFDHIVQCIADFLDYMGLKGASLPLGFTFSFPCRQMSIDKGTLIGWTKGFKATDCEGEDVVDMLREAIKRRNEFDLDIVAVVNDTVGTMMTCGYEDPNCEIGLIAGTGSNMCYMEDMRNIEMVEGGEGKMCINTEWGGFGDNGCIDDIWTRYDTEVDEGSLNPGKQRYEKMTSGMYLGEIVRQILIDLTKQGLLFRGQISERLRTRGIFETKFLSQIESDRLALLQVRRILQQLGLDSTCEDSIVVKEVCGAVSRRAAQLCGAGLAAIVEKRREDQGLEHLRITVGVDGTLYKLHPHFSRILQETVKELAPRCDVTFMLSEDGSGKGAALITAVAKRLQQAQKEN
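Assay system: recombinant HKDC1 hexokinase; detection: coupled resazurin fluorescence, excitation 525 nm, emission 613 nm; benchmarks: DMSO-plus-enzyme-mix negative control, buffer-substituted positive control; compound dosing: single 20 µM dose; schedule: 90 min at room temperature in dark; also added: glucose plus 1 mM ATP as hexokinase substrates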
Numbers without * were called inactive; / = not tested or not shown; & = joins results of further samples.

SMILES | NR3A LBD binder | ATG4B inhibitor | SENP7 inh | PfG6PD inh | MPTP inh | SENP6 block | SENP8 block | HKDC1 inh
O=c1cc(COn2nnc3ccc(C(F)(F)F)cc32)nc2sccn12 | 2.1 | -16.9 | / | 25.5 | 0.0 | / | 23.8 | 5.8
Cc1cc([N+](=O)[O-])ccc1NC(=O)c1cccc(NC(=O)C(C)C)c1 | -1.8 | 2.4 | -3.2 | -3.5 | 3.5 | -9.2 | 23.3 | 2.6
NNC(=O)c1ccc(Cn2cccn2)o1 | -1.8 | 2.4 | 4.7 | -5.4 | -0.4 | -4.3 | 18.7 | 1.3
Cc1ccc(S(=O)(=O)N2CCN(C(=O)CSc3ccc(F)cc3)CC2)cc1 | 1.0 | -19.4 | 1.4 | -6.0 | -0.8 | -13.8 | 13.5 | 0.1
CCC1CCCCN1S(=O)(=O)c1ccccc1[N+](=O)[O-] (stereo not drawn) | -1.1 | -6.4 | -2.5 | 6.5 | 0.7 | -5.2 | 3.5 | -5.7
COc1cc(C(=O)NC(=S)NCc2ccco2)cc(OC)c1OC | 1.5 | -9.7 | -7.7 | 16.0 | -0.2 | -7.7 | 18.0 | 13.6
COc1cc([C@@H]2C[C@H]3CN(c4ccccc4)C(=O)[C@]34CCCN24)cc(OC)c1OC | -1.7 | -6.6 | 0.9 | -3.7 | 0.5 | 7.6 | -2.7 | -2.5
CC1(C)Cc2c(cnn2-c2ccccc2)-c2c1c1ccccc1n2CC(O)CBr (stereo not drawn) | -5.8 | 47.5* | 2.5 | 37.5 | 1.8 | 0.1 | -479.4 | -0.3
CC(C)n1c(O)c(N=Nc2ccccn2)c2ccccc21 | -1.2 | 1.2 | 2.0 | 1.8 | -0.2 | -0.6 | 16.2 | -2.5
CC(C)CC(=O)c1c[nH]c(C(=O)O)c1 | 0.0 | -5.2 | -7.1 | -3.1 | -3.7 | -38.4 | 13.6 | 13.2
COc1cccc(CNC23CC4CC(CC(C4)C2)C3)c1OCc1ccccc1 | -2.2 | -6.2 | 5.3 | 6.7 | 18.0 | -14.7 | 20.5 | -6.9
O=C(O)C(=O)/C(=C\c1cccc2ccccc12)c1ccc2ccccc2n1 | -13.5 | 2.0 | -2.3 | -14.0 | 0.8 | -1.1 | -476.1 | 10.6
Cc1cc(C)c(S(=O)(=O)NNC(=O)C2CCN(Cc3ccccc3)CC2)c(C)c1 | 0.3 | -8.1 | 7.4 | 4.1 | -0.3 | 6.7 | -0.1 | 0.4
O=C(CSc1ccccc1)NCCSCc1ccccc1 | -2.4 | -7.2 | -5.5 | 9.4 | 1.7 | -5.7 | 13.1 | -10.5
Cn1c(=O)oc2cc(S(=O)(=O)NCc3ccco3)ccc21 | -1.2 | 1.9 | -6.7 | -5.7 | -1.9 | -18.2 | 8.1 | -3.7
Cc1ccc(C(=O)CNc2ccccc2)cc1 | -1.8 | 10.7 | -3.5 | -3.4 | 0.8 | 11.2 | 21.6 | -2.5
CC(C)C(NC(=O)COc1ccc2ccccc2c1)C(=O)N/N=C/C=C/c1ccccc1 (stereo not drawn) | -5.6 | -2.9 | -0.6 | 7.6 | 1.5 | -10.2 | 9.9 | -13.1
Nc1nc(SCc2cccnc2)c2ncn(C3OC(CO)C(O)C3O)c2n1 (stereo not drawn) | 4.2 | 2.4 | / | -8.8 | -0.9 | / | 4.7 | -3.7
CC(=O)/C(=C/c1ccccc1)C(=O)Nc1ccccc1C | 0.4 | 1.9 | -7.8 | -4.0 | -2.9 | 2.3 | 9.4 | -4.2
Cc1ccc2c(CN3CCN(Cc4ccc5c(c4)OCO5)CC3)cc(=O)oc2c1C | -0.7 | -10.7 | 7.3 | 9.7 | 0.7 | 1.6 | 21.0 | 18.0
COc1ccc(CNC(=O)C2CCN(c3nc(-c4ccccc4)nc4c3CCC4)CC2)cc1 | -2.6 | 21.9 | 0.3 | -7.7 | 1.5 | -10.5 | -20.4 | 2.2
COc1ccccc1C(=O)NNC(=S)NC(=O)c1sc2ccccc2c1Cl | -3.4 | 34.5 | 1.6 | -33.6 | 97.8* | 16.9 | 0.2 | -13.4
COc1ccccc1NC1=NC(CO)(CO)CS1 | 1.2 | -2.4 | 1.6 | 4.0 | 1.0 | 1.5 | 20.5 | -6.0
Oc1ccc(C[C@H]2CNC(=S)N2CC2CCCN2C[C@H](Cc2ccc(O)cc2)N2C[C@H](Cc3ccc(O)cc3)N(CC3CCCCC3)C2=S)cc1 (stereo partly drawn) | 18.5* | / | / | -6.0 | -2.3 | / | 5.7 | 0.0
CCC[C@H]1COCCS(=O)(=O)N1Cc1ccccc1F | 3.1 | 3.2 | -12.7 | -3.9 | 1.0 | -14.2 | 5.7 | -3.8
CC(NC(=O)CSc1ncnc2nc[nH]c12)c1ccccc1 (stereo not drawn) | 1.6 | -14.9 | -7.8 | -2.6 | 2.2 | -13.0 | 10.9 | -2.1
CC(C)NC(=O)CSc1nnc(CNC(=O)OC(C)(C)C)n1C | -1.0 | 5.1 | 2.4 | 17.8 | 2.2 | -24.0 | 13.8 | -2.8
CCc1nn(CCCC(=O)NCc2ccc(C)cc2)c(=O)c2cc3occc3n12 | -0.5 | -0.6 | -1.3 | -11.2 | -0.7 | -4.9 | 12.2 | -5.7
CCCCn1c(N)c(N(CCOC)C(=O)COC(=O)Cc2cccc(OC)c2)c(=O)[nH]c1=O | 1.0 | 5.2 | -2.7 | 3.9 | -1.2 | -3.5 | 2.3 | -5.1
O=[N+]([O-])/C=C1\C=CC=CN1Cc1ccc(Cl)cc1 | -1.0 | -5.1 | -0.7 | -2.2 | -0.6 | 0.3 | 10.4 | -5.1
COC(C[C@@H](O)[C@@H](C)[C@H](O)COCc1ccccc1)OC | -2.3 | 7.8 | 0.5 | -16.2 | -0.5 | 0.8 | 12.7 | -2.3
COc1cccc(OCCOc2cccc(/C=N/n3cnnc3)c2)c1 | -4.0 | -13.1 | 1.2 | 14.7 | 3.4 | -5.8 | 2.6 | -5.5
O=C(Cc1ccccc1)Nc1scc(-c2ccccc2)c1C(=O)N1CCOCC1 | -0.1 | -11.9 | -2.2 | -7.3 | -0.6 | 0.2 | 11.0 | 2.1
COc1cc(/C=C/C(=O)OCC(=O)N2CCOCC2)ccc1OCC#N | 0.8 | -12.4 | 1.3 | 0.5 | -2.3 | 2.8 | -200.9 | -1.3
CCOc1ccc(NC(=O)c2cc3ccccc3cc2OC)cc1 | 32.0* | 11.1 | 1.3 | 10.8 | 2.2 | 11.5 | -7.1 | -1.0
COc1ccccc1CNC(=O)CN1C(=O)NC2(CCCCCC2)C1=O | 1.1 | -7.2 | -4.8 | -7.7 | -0.7 | 0.0 | -2.9 | -4.8

One compound at a time, as listed above. Values in the order: NR3A LBD binder	ATG4B inhibitor	SENP7 inh	PfG6PD inh	MPTP inh	SENP6 block	SENP8 block	HKDC1 inh
CCOc1ccc(NC(=O)c2cc3ccccc3cc2OC)cc1 reads 32.0*	11.1	1.3	10.8	2.2	11.5	-7.1	-1.0
CCCCn1c(N)c(N(CCOC)C(=O)COC(=O)Cc2cccc(OC)c2)c(=O)[nH]c1=O reads 1.0	5.2	-2.7	3.9	-1.2	-3.5	2.3	-5.1

(next part)
SMILES | NR3A LBD binder | ATG4B inhibitor | SENP7 inh | PfG6PD inh | MPTP inh | SENP6 block | SENP8 block | HKDC1 inh
O=C(NC(=S)Nc1ccc(-c2ccccc2)cc1)c1ccccc1 | 3.3 | -0.7 | / | -7.2 | -0.3 | / | 9.5 | 5.7
CCOC(=O)c1c(NC(=O)c2ccoc2C)sc(C(=O)N(C)C)c1C | -2.7 | 4.4 | 1.9 | 6.1 | -0.1 | -0.5 | -248.1 | -1.4
CNC(=O)Oc1ccc2c(c1)[C@]1(C)CCN(C)C1N2C (stereo partly drawn) | 2.0 | 0.4 | -0.7&-4.0 | 12.3 | -1.5 | -0.7&-12.0 | -4.3 | 3.1
CCOC(=O)Nc1ccc(N2CCOCC2)c(S(=O)(=O)N2CCOCC2)c1 | 0.3 | -0.5 | 11.7 | 3.9 | -0.2 | 19.0 | -26.5 | -6.6
Cn1c(CNC(=O)c2ccccc2F)nnc1SCC(=O)Nc1nncs1 | -0.9 | -10.5 | 0.9 | -2.3 | 0.1 | 1.9 | 10.5 | 3.7
O=C(NCCN1CCCC1)c1ccc(Cl)cc1Cl | 1.4 | 2.3 | 3.9 | 10.3 | 1.1 | 2.4 | -1.5 | -0.1
C=CC(=O)Oc1ccc(N2Cc3ccccc3C2=O)cc1 | 0.8 | -1.7 | -1.5 | 11.1 | 3.3 | 10.7 | 0.6 | 9.5
Cc1cnc(C(=O)Nc2ccc(C)c(S(=O)(=O)N3CCCCC3)c2)cn1 | 1.2 | -5.8 | -10.4 | 4.6 | 1.9 | -29.2 | 11.7 | -5.2
COC(=O)c1ccc(=O)n(Cc2ccc3c(c2)OCO3)c1 | -1.2 | -7.2 | -1.2 | -9.8 | 7.8 | -4.0 | -11.5 | -9.8
CCCc1cc(=O)oc2c(C)c(OCC(=O)N3CCC(C(N)=O)CC3)ccc12 | -2.4 | -8.9 | -0.1 | 1.7 | -0.8 | -4.0 | -160.1 | -2.5
CN(C(=O)c1ccc(F)cc1)c1ccc(OCC(=O)Nc2ccccc2C(=O)O)cc1 | 0.4 | 4.0 | 3.1 | -28.0 | -0.3 | -12.9 | 1.3 | 12.0
CC(C)Oc1cccc(C(=O)O)c1 | -1.7 | -11.5 | 10.1 | -3.4 | 3.7 | 8.0 | 13.5 | -14.4
CCN1CCN(c2ccc(S(=O)(=O)N3CCCCC3)cc2NC(=O)CC(NC(C)=O)c2ccccc2)CC1 (stereo not drawn) | 0.5 | -2.5 | -12.5 | 0.1 | -0.6 | -9.2 | 2.3 | -2.1
COc1cccc(CNC(=O)C2CCCN(S(=O)(=O)c3cccc4nonc34)C2)c1 (stereo not drawn) | -0.7 | 4.5 | -10.0 | 2.0 | -0.7 | -10.8 | 10.1 | 8.7
Fc1ccc(CN2CCSCC2)cc1F | 0.1 | -2.0 | -4.3 | 18.9 | -0.4 | 2.8 | 2.8 | -8.9
Cc1cc(C)n(S(=O)(=O)Cc2ccccc2)n1 | -1.6 | 22.1 | -2.4 | -2.0 | -0.4 | -9.1 | 8.4 | 12.3
COC(c1ccccc1)c1c(-c2ccccc2)nn(C)c1Cl (stereo not drawn) | -1.1 | 4.6 | 8.9 | -11.6 | 0.4 | 6.1 | 21.5 | -4.4
CCC(C)N(C(=O)CSc1nncn1C)C1CCS(=O)(=O)C1 (stereo not drawn) | 0.5 | -6.0 | -9.7 | -4.5 | -1.1 | -11.3 | 9.7 | -5.2
C=CCNC(=S)Nc1c(C(=O)OC)[nH]c2cc(OC)ccc12 | 2.0 | -4.7 | -7.7 | 31.1 | 2.0 | -12.4 | -10.3 | 0.2
CN(C)c1ccc(NC(=O)CN2CCC(N3CCCCC3)CC2)cc1 | 0.6 | 3.9 | 1.2 | 31.1 | -1.4 | -2.0 | 41.6* | 6.8
COc1ccc(-n2cnc3cc(C(=O)NCC4CCCO4)ccc32)cc1 (stereo not drawn) | -7.8 | -5.7 | 2.7 | -2.6 | 0.2 | 3.0 | 8.0 | 0.9
CC(=O)N1CCN(c2ccc(Nc3ncnc4c3oc3ccccc34)cc2)CC1 | -16.4 | -12.6 | -9.7 | 19.9 | -1.4 | -5.8 | -129.2 | -5.0
O=C(OCc1ccc(C(=O)c2ccccc2)cc1)c1cccc(-c2nnc(-c3ccccc3)o2)c1 | 3.4 | 7.0 | 21.5 | 2.1 | -1.1 | 10.5 | 10.1 | -11.5
Nc1c(Sc2ccccc2)c(=O)[nH]c(=O)n1Cc1ccccc1 | -0.1 | -11.0 | -0.8 | -3.0 | -0.3 | -6.5 | 9.0 | -5.7

Some entries already given, reduced to ATG4B inhibitor and MPTP inh.
| SMILES | ATG4B inhibitor | MPTP inh |
| --- | --- | --- |
| COc1ccc(-n2cnc3cc(C(=O)NCC4CCCO4)ccc32)cc1 (stereo not drawn) | -5.7 | 0.2 |
| Nc1c(Sc2ccccc2)c(=O)[nH]c(=O)n1Cc1ccccc1 | -11.0 | -0.3 |
